# High-throughput results (PubChem BioAssay)
# pAkt inh: HTS Assay for Inhibitors of Akt Phophorylation: Primary Screen | Neuro2A IGF-stimulated pAkt S473 HTRF, 20 min; active compounds read low | activity change, % for hits at 50 µM | actives 0.32% (n = 360,000) | AID 651550, 2012; in the data active = activity change below about -80%; inconclusive = mostly about -51% to -80%; also: % is scaled to controls: 0 for no effect and ±100 for the full control effect
#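 Single-point screen (50 µM final compound) in Neuro2A cells stimulated 20 min with 6 nM IGF at 37 deg C. After lysis, Ser473-phosphorylated Akt read by HTRF (ex 330 nm, em 615/665 nm) as the 665/615 ratio.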
# Abeta yeast res: qHTS for compounds that reverse cellular toxicity of Amyloid beta (A-beta) peptide in yeast: Primary Screen | yeast expressing A-beta42, growth rescue, OD600, 48 h; response scale: 0% DMSO, 100% iron-clioquinol control | actives 0.063% (n = 410,000) | AID 1347071, 2019 | Potency, µM (doses to about 46.1 µM), for the others: at the top dose growth rescue, hits mostly activators; also: potency is read from the fitted curve at half-maximal effect; nearly all actives have a fitted effect of over 55% in size
#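 Growth rescue measured by 600 nm absorbance after 48 h yeast culture at 30 C with compound. Values normalized between DMSO and an equimolar ferric chloride plus clioquinol control.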
# GLP-1R inv ag: qHTS of GLP-1 Receptor Inverse Agonists (Inhibition Mode); HEK293 GLP-1R CRE-luciferase, luminescence, 24 h; GLP-1R form is constitutively active; AID 624417, 2012; Glucagon-like peptide 1 receptor (Homo sapiens), P43220; Potency, µM (highest dose often 38.3 µM), without a hit: at the highest dose activity change, negative = inhibition, hits mostly inhibitors; actives 1.6% (n = 410,000); also: potency is read from the fitted curve at half-maximal effect; % is scaled to controls: 0 for no effect and ±100 for the full control effect; nearly all actives have a fitted effect of over 55% in size
# Target sequence (P43220 whole entry, looked up): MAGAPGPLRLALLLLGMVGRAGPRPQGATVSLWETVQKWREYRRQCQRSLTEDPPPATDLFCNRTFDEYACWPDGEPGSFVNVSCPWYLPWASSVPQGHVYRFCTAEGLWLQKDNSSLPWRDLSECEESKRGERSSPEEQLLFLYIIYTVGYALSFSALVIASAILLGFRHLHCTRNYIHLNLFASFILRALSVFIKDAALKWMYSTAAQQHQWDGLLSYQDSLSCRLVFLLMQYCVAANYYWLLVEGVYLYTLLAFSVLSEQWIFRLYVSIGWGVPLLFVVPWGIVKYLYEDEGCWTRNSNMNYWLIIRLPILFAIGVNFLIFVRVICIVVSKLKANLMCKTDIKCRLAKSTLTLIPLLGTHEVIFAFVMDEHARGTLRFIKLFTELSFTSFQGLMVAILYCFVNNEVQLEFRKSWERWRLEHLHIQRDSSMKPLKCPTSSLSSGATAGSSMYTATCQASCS
#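 Luminescence readout: a drop in cAMP-driven luciferase signal flags inverse agonism at a constitutively active GLP-1R stably expressed in HEK293. Compound exposure lasted 24 hr at 37 deg C, 5% CO2.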
# TDP-43 yeast inh: qHTS of TDP-43 Inhibitors; AID 652104, 2013; Potency, µM (highest dose often 46.1 µM), inactives show at the top dose growth rescue (activation), most hits filed as activators; actives 1.8% (n = 410,000); TDP-43 expressing yeast growth rescue, BacTiter-Glo, 24 h; also: potency is read from the fitted curve at half-maximal effect; % of control where 0% means no effect; nearly all actives have a fitted effect of over 50% in size
#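 Readout is BacTiter-Glo luminescence of cell growth, so inhibitors register as activators. TDP-43-expressing yeast at OD600=0.02 in galactose medium, after raffinose pregrowth to mid-log, were incubated with compound for 24 hr at 30 deg C.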
# aSyn rescue: qHTS of alpha-syn Inhibitors; Yeast expressing alpha-synuclein, growth rescue, BacTiter-Glo, 24 h; Potency, µM (titrated, usually from 46.1 µM), for the others: top-dose growth rescue (activation), usual class: activators; actives 0.14% (n = 370,000); AID 652106, 2013; also: potency is read from the fitted curve at half-maximal effect; % of control where 0% means no effect; nearly all actives have a fitted effect of over 65% in size
#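 Galactose-induced alpha-syn yeast (OD600=0.02, raffinose-pregrown) + pinned cpd, 24 hr, 30 deg C; growth by BacTiter-Glo luminescence. Growth restoration scores as activation.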
# PTHR1 agonist: qHTS for PTHR1 Agonists: Primary Screen; Potency, µM (top dose mostly 115 µM), without a hit: at the highest dose activation, hits mostly activators; HEK293 GP2 PTHR1 cells, GloSensor cAMP luminescence, 1 h; Parathyroid hormone/parathyroid hormone-related peptide receptor (Homo sapiens), Q03431; actives 0.075% (n = 410,000); also: potency is read from the fitted curve at half-maximal effect; nearly all actives have a fitted effect of over 55% in size; some results filed as inactive show a strong effect at the top dose; inactives centre near -15; many of its hits are not listed in these tables
# Target sequence (Q03431 whole entry, looked up): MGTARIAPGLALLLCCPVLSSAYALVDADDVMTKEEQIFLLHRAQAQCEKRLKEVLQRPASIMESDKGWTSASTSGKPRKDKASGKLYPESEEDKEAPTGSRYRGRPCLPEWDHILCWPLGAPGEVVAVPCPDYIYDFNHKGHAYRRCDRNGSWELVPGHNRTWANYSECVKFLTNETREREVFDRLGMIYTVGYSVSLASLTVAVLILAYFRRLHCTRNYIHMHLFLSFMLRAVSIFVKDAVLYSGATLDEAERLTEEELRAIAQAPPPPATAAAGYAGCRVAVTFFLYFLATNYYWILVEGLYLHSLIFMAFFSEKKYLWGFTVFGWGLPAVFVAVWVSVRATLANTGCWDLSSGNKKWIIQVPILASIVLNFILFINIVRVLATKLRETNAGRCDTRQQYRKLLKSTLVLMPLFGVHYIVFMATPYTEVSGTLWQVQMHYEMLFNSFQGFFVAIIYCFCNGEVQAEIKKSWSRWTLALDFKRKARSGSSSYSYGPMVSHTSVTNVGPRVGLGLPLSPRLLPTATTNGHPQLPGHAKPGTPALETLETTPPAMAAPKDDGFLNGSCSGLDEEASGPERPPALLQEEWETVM
#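 HEK-293-derived GP2 cells expressing PTHR1 and a GloSensor cAMP reporter, 3,000/well, plated overnight, given luciferin plus IBMX (each 0.5 mM as added) for 1 h at 37 °C, then compound for 1 h at 37 °C. Luminescence was read after 15 min at room temperature.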
# FUS yeast rescue: qHTS for Suppressors of FUS Proteinopathy: Primary screen using FUS-linked yeast assay; S. cerevisiae FUS-expressing, growth rescue, OD600, 24 h; Potency, µM (series often up to 76.6 µM), for the others: at the highest dose growth rescue (activation), actives largely listed as activators; actives 0.24% (n = 390,000);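 also: potency is read from the fitted curve at half-maximal effect; plate controls were DMSO vehicle for no effect and reference control for full effect; nearly all actives have a fitted effect of over 55% in size; some results filed as inactive show a strong effect at the top dose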
#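 Quantitative HTS measuring growth restoration of FUS-toxic yeast. Galactose-induced cells (OD 0.005) were exposed 24hr at 30C to compounds at several concentrations, then absorbance at 600 nm was recorded.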
# MmCpn inh: Inhibitors of TCP-1 ring complex (TRiC) of Methanococcus maripaludis (MmCpn): qHTS | actives 0.031% (n = 330,000) | purified Mm-Cpn ATPase, ADP Transcreener TR-FRET | Potency, µM (top dose mostly 76.9 µM), inactives show at the top dose activity, negative = inhibition, hits mostly inhibitors | Chaperonin Mm-Cpn (Methanococcus maripaludis) | AID 504842, 2011; also: potency is read from the fitted curve at half-maximal effect; % is scaled to controls: 0 for no effect and ±100 for the full control effect; nearly all actives have a fitted effect of over 80% in size
#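 ATP (10 uM final) was added to archaeal chaperonin (25 nM final) after 10 min exposure to test compound at 37°C; after 30 min further incubation, ADP was detected by competitive TR-FRET.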
# HEK293 tox: qHTS of GLP-1 Receptor Inverse Agonists: Cytotox Screen. Potency, µM (highest dose often 38.3 µM), for the others: at the highest dose activity change, negative = inhibition, hits mostly inhibitors. actives 0.13% (n = 410,000). HEK293 cAMP-luciferase reporter cells, luminescence, 24 h. AID 624418, 2012;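 also: loss of luciferase light is scored as toxicity; potency is read from the fitted curve at half-maximal effect; % is scaled to controls: 0 for no effect and ±100 for the full control effect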
#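 To flag toxic compounds, the library was rerun on cells for 24 hr at 37 deg C and 5% CO2. Viability-linked luminescence was captured 12 min after adding luciferase detection reagent.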
# * = called active by the depositor; i = inactive; u = inconclusive; x = not tested or not shown; & = joins results of further samples; [ ] = another dose, or the depositor's remark. Unless noted, calls follow the shape of the dose curve; as a rule, active = well fitted curve in the direction sought with a large enough effect; inconclusive = small, poorly fitted or top-dose-only effect, or another doubt; inactive = no such curve, though single readings can be large; an effect the other way counts as inactive or inconclusive. This is a subset; rates above refer to the full screens.
# The line under a structure holds: pAkt inh	Abeta yeast res	GLP-1R inv ag	TDP-43 yeast inh	aSyn rescue	PTHR1 agonist	FUS yeast rescue	MmCpn inh	HEK293 tox
- O=c1nc(N2CCCCCC2)nc(N2CCCCCC2)[nH]1
    i	-7%	7%	-3%	-7%	i	0%	1%	25%
- COc1cccc(C(NC(=O)c2ccccc2F)NC(=O)c2ccccc2F)c1
    i	3%	-1%	1%	6%	i	19%	0%	-6%
- COc1ccc(NC(=O)CCCn2c(=O)c3sccc3n(Cc3ccccc3C)c2=O)cc1
    i	-11%	u	-16%	15%	-4%	x	-2%	-11%
- CCOC(=O)c1c(C)c(C(=O)NCCc2ccc(S(N)(=O)=O)cc2)c(C)n1CC
    i	-23%	4%	24%	3%	-10%	x	0%	-2%
- CCCCN(C(=O)C1CCC1)c1c(N)n(CCC)c(=O)[nH]c1=O
    i	9%	1%	-5%	-2%	i	-7%	-1%	-3%
- CS(=O)(=O)Oc1ccc2c(c1)O/C(=C\c1cccnc1)C2=O
    i	-8%	16%	-2%	8%	i	5%	-2%	11%
- CCOC(=O)c1c(C)c(/C=N/Nc2ccccc2)n(C)c1C
    i	-8%	u	22%	10%	-16%	17%	-5%	u
- O=C1CCCC2=C1C1(O)C(=O)c3ccccc3C1(O)O2 (stereo not drawn)
    i	-8%	-28%	10%	0%	i	-14%	-1%	5%
- COc1ccc(-c2nc(CN3CCC(c4ccccc4)CC3)c(C)o2)cc1OC
    i	-7%	u	-9%[0.397 µM]	8%	-5%	21%	1%	u
- CCc1ccc(C(=O)N2CCN(c3ccc(NC(=O)c4ccco4)cc3)CC2)cc1
    i	6%	12%	17%	9%	-92%[inhibitor]	x	-3%	11%
- O=C(Nc1cccc2c1CCCC2)c1ccc(F)cc1
    i	0%	-23%	u	-2%	i	-7%	x	-30%
- CCN(CC)CCCNC(=O)C1CCN(S(C)(=O)=O)CC1
    x	-10%	-2%	5%	x	16%	-8%	x	-12%
- COc1ccc(N(CC(=O)NC2CCCC2)C(=O)Cn2nnc(-c3ccc(F)cc3)n2)cc1OC
    i	-2%	0%	-19%	-4%	22%	44%	0%	12%
- O=c1cc(N=Nc2ccc(Cl)cc2)[nH]c(=O)[nH]1
    i	-59%[inhibitor]	-15%	10%	-5%	-38%[inhibitor]	4%	-2%	-1%
- O=C(NC1CCCCC1)c1cccc(COCC(F)(F)F)c1
    i	14%	-9%	4%	1%	-16%	-6%	1%	3%
- Cc1c(C)[n+](=O)c2c(n1[O-])C(Br)CCC2Br (stereo not drawn)
    i	-3%	1%	-24%	1%	-25%	1%	-4%	u
- Cc1ccc(CNS(=O)(=O)c2c(C(=O)N3CCC(C)CC3)c(C)n(C)c2C)cc1
    x	2%	-9%	0%	x	i	16%	x	-15%
- OCCC1CN(Cc2nc3c(s2)CCCC3)CCN1Cc1ccsc1 (stereo not drawn)
    i	2%	-17%	5%	10%	-24%	15%	-3%	1%
- COc1ccc(-c2cn[nH]c2N)cc1
    i	0%	14%	-6%	-1%	-8%[57.5 µM]	20%	-2%	-1%
- Cc1cccnc1Nc1nc(-c2ccccn2)cs1
    i	-71%[inhibitor]	-90%	u	u	-10%[57.5 µM]	1%	-1%	-24%
- Cc1ccc(S(=O)(=O)N2CCC(=O)N(CCOCc3ccc(C(F)(F)F)cc3)CC2)cc1
    i	-11%	0%	21%	8%	-53%[inhibitor]	u	-1%	u
- COc1ccccc1CNC(=O)COC(=O)c1ccc(-n2cnnn2)cc1
    i	-2%	2%	-24%	0%	11%	17%	-1%	0%
- CCCNC(=O)c1ccc(Cl)c(Cl)c1
    i	30%	5%	u	-1%	-11%[57.5 µM]	7%	1%	-4%
- COc1ccccc1[C@H]1C(c2cccc(Cl)c2)=NN(c2ccccc2)[C@@H]1CO
    i	1%	u	20µM*	-1%	-71%[inhibitor]	u	u	x
- CC(C)C#Cc1cnc2c(c1)C(=O)N([C@H](C)CO)C[C@@H](C)[C@H](CN(C)C(=O)Nc1ccccc1F)O2
    i	2%	6%	5%	1%	i	14%	x	-24%
- Cc1cc(C)c2cc(C#N)c(N3CCCN(C(=S)NCCCN(C)C)CC3)nc2c1
    i	-3%	u	-10%	5%	-3%	13%	-3%	3%
- CCC1C(=O)NCCN1C(=O)c1ccc2nc(Cc3cccc(Cl)c3)oc2c1 (stereo not drawn)
    i	-4%	11%	15%	3%	i	11%	0%	-4%
- CCCCN(C(=O)COc1ccc(C)cc1OC)c1c(N)n(CCC)c(=O)[nH]c1=O
    i	5%	-7%	1%	-2%	i	2%	1%	4%
- Cc1ccc(N2C(=O)NC(NS(=O)(=O)c3ccccc3)(C(F)(F)F)C2=O)cc1C (stereo not drawn)
    i	6%&-21%	12%&-9%	-4%&-3%	1%	-6%	7%	1%	-4%&1%
- COc1ccccc1CNC(=O)CSc1ccc(-c2cccs2)nn1
    i	8%	u	21%	-7%	i	1%	-21%	-12%

# Following part:
canonical_smiles	pAkt inh	Abeta yeast res	GLP-1R inv ag	TDP-43 yeast inh	aSyn rescue	PTHR1 agonist	FUS yeast rescue	MmCpn inh	HEK293 tox
CCN(CC)c1ccc(NC(=O)CCc2c(C)nc3ncnn3c2C)c(C)c1	x	-13%	-26%	-19%	x	22%	-19%	x	0%
COc1ccc(S(=O)(=O)NCC2CCCN(C(=O)c3cccnc3C)C2)cc1 (stereo not drawn)	i	-11%	15%	-10%	-5%	-85%[inhibitor]	-3%	0%	4%
Cc1ccc(C)c(NC(=O)c2ccc(CN3CC(=O)N4CCCCC4C3=O)cc2)c1 (stereo not drawn)	x	-16%	6%	13%	x	i	0%	x	-2%
COC(=O)c1[nH]c2cc(OC)ccc2c1N=CN(C)C	i	-2%	13%	-11%	-13%	i	0%	-4%	-3%
COc1cccc(CNC(=O)c2c[nH]n3c(=O)c(Cl)c(C)nc23)c1	i	2%	12%	0%	-4%	-17%	24%	1%	0%[1.53 µM]
C=CCc1cccc(OC)c1OCCOCCn1ccnc1	i	6%	-15%	-4%	-7%	i	-1%	2%	-3%
Cc1cccc(NC(=O)CSCC(=O)N2CCN(Cc3ccc4c(c3)OCO4)CC2)c1	i	12%	u	-4%	1%	-39%	8%	0%	5%
CC1(C)CC(NC(=O)c2cc(S(=O)(=O)N3CCCCC3)ccc2Cl)CC(C)(C)N1	i	12%	-6%	-19%	-1%	-18%	7%	0%	6%

# 3 of the entries above in order of the PTHR1 agonist value, ascending.
SMILES | pAkt inh | GLP-1R inv ag | aSyn rescue | PTHR1 agonist | MmCpn inh
Cc1cccc(NC(=O)CSCC(=O)N2CCN(Cc3ccc4c(c3)OCO4)CC2)c1 | i | u | 1% | -39% | 0%
COc1cccc(CNC(=O)c2c[nH]n3c(=O)c(Cl)c(C)nc23)c1 | i | 12% | -4% | -17% | 1%
CCOC(=O)c1c(C)c(/C=N/Nc2ccccc2)n(C)c1C | i | u | 10% | -16% | -5%

# In the list so far, these contain two or more sulfur atoms:
canonical_smiles	pAkt inh	Abeta yeast res	GLP-1R inv ag	TDP-43 yeast inh	aSyn rescue	PTHR1 agonist	FUS yeast rescue	MmCpn inh	HEK293 tox
OCCC1CN(Cc2nc3c(s2)CCCC3)CCN1Cc1ccsc1 (stereo not drawn)	i	2%	-17%	5%	10%	-24%	15%	-3%	1%
COc1ccccc1CNC(=O)CSc1ccc(-c2cccs2)nn1	i	8%	u	21%	-7%	i	1%	-21%	-12%

# New compounds follow.
canonical_smiles	pAkt inh	Abeta yeast res	GLP-1R inv ag	TDP-43 yeast inh	aSyn rescue	PTHR1 agonist	FUS yeast rescue	MmCpn inh	HEK293 tox
O=C1c2ccccc2C(=O)N1CCCCNc1ccccc1	i	-9%	u	u	13%	i	22%	x	6%
CN(C)C(=O)c1ccc(Nc2nc(-c3cccs3)nc3ccccc23)cc1	i	6%	u	-6%	-3%	-13%	25%	-6%	-27%
CC(=O)N1CCN(C2=NC(=O)/C(=C\c3cccs3)S2)CC1	i	-21%	2%	11%	-10%	-20%	10%	-2%	-3%
COc1ccccc1N(CN1C(=O)c2ccccc2C1=O)C(=O)c1cccnc1	i	-10%	5%	-19%	2%	i	21%	0%	5%
N#Cc1cc2c(=O)n3ccccc3nc2n(CCCN2CCOCC2)c1=O	i	11%	0%	11%	-6%	-3%	14%	-3%	x
COc1ccc(Cc2nc3ccc(C(=O)NCCn4ccnc4C)cc3o2)cc1OC	i	-14%	5%	3%	-4%	-21%	x	1%	32%
